IkB sig inh: IkB pathway inhibition in ABC-DLBCL cells; ABC-DLBCL IkBa-CBG/CBR dual luciferase ratio, 4 h; response scale: scaled: untreated 0%, proteasome inhibitor 100%; Potency, µM (titrated, usually from 57.1 µM), without a hit: top-dose IkBa stabilization activation; hit rate 0.04% among 110,000; AID 445; active = well fitted curve in the direction sought with a large enough effect in the signal ratio, not every such curve was filed as active; inconclusive = small, poorly fitted or top-dose-only effect, or a change in a side signal; the % refers to the signal ratio;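 note: the direction sought is a rising ratio; 0% = basal untreated cells and 100% = reference inhibitor full response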
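Curves were fitted separately to fusion (green), unfused (red) and ratio luminescence, then classed by r2, magnitude and activity. Cells: OCI-Ly3, 4 h compound plus doxycycline at 37C; 10 uM MG-132 defined full response.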
p53ts 32C tox: kills p53ts cells at the permissive temperature. hit rate 0.93% among 130,000. H1299-p53A138V at 32C, ATP luminescence viability, 24 h. Potency, µM (series often up to 46.1 µM), for inactives: top-dose activity change, negative = cytotoxicity, usual class: cytotoxic. AID 924;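 note: 0% = DMSO and -100% = full killing by reference compound; nearly all actives have a fitted effect of over 55% in size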
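Viability by ATPlite luminescence after 24 h compound treatment (up to 46 uM) at the permissive 32C. Cells are H1299 carrying p53 A138V. Scale runs from DMSO basal to 100 uM tamoxifen as full kill; AC50 from Hill fits.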
p53ts 39C kill: p53ts cell cytotoxicity, nonpermissive temperature; Potency, µM (doses to about 46.1 µM), for inactives: at the highest dose activity change, negative = cell killing, actives largely listed as cytotoxic; hit rate 1.5% among 130,000; H1299-p53A138V viability at 39C, ATP luminescence, 24 h; AID 902; note: nearly all actives have a fitted effect of over 55% in size
Peg3 imprint: induces erasure of genomic imprints in mouse ES cells; Potency, µM (titrated, usually from 60.7 µM), for inactives: top-dose activity change, positive = activation, actives largely listed as activators; AID 1948; mouse ES Peg3-LacZ reporter, beta-gal luminescence, 40 h; hit rate 0.02% among 110,000;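 note: 0% = negative control wells on the plate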
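Readout: BetaGlo luminescence (5 min, room temp) for LacZ from the normally silent maternal Peg3 allele in female Peg3LacZ-Neo ES cells. Cells 300/well, 40 h, 37C, 5% CO2. Data normalized per plate to negative controls.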
* = called active by the depositor; ? = inconclusive; . = no result given; & = joins results of further samples; [ ] = dose if it differs, or a comment. Unless noted, calls come from the whole dose curve; as a rule, active = well fitted curve in the direction sought with a large enough effect; inconclusive = small, poorly fitted or top-dose-only effect, or another doubt; inactive = no such curve, though single readings can be large; an effect the other way counts as inactive or inconclusive. Unless noted, % is set by controls: 0 for no effect and ±100 for the full control effect; potency is the fitted concentration of half-maximal effect. The order is random, and some 1.7% of all compounds hit somewhere here.

SMILES	IkB sig inh	p53ts 32C tox	p53ts 39C kill	Peg3 imprint
CCCCc1nc2c(c3c1CC(C)OC3)CN(CCOc1ccccc1)CC2 (stereo unspecified)	.	-2%[9.22 µM]	-3%[9.22 µM]	.
COCC(C)NC(=O)NC1(C(F)(F)F)Oc2ccc(Cl)cc2O1 (stereo unspecified)	4.9%	-23%	?	-23%
COC(=O)c1ccc(C(NC(=O)OCc2ccccc2)/C(F)=C/[C@@H](C)C(=O)N[C@@H](CO)Cc2ccccc2)cc1 (stereo partly specified)	.	-5%	-9%	-8%
O=c1c2c3c(sc2n2cnnc2n1CCc1ccccc1)CCCC3	1.9%	2%	10%	-6%
CCCOc1ccc(C2c3c(oc4ccccc4c3=O)C(=O)N2CCCN2CCOCC2)cc1 (stereo unspecified)	-2.8%	-1%	5%	-13%
CCOc1cccc(C(=O)Nc2nccs2)c1	.	-6%	-21%	.
O=C(Nc1ccc2c(c1)OCO2)C1CCN(C(=O)c2cccs2)CC1	0.9%	4%	-8%	-6%
Cc1nnc(N2CCN(c3ccccc3)CC2)c2c1nnn2Cc1ccc(F)cc1	?	7%	?	20%[10.9 µM]
CC(=O)N1CCc2cc(S(=O)(=O)NCCC(=O)N3CCc4ccccc4C3)ccc21	?	-7%	4%	-6%
Cc1ccc(C)c(-c2[nH]c3c(c2-c2c(-n4cccc4)n(C)c(=O)n(C)c2=O)c(=O)n(C)c(=O)n3C)c1	1.6%	7%	27%	-12%[10.9 µM]
CCC(=Nc1ccc(Cc2ccncc2)cc1)c1c(O)n(C)c(=O)n(C)c1=O	1.5%	-3%	10%	-4%
COc1ccc(C(=O)Nc2ccc3c(c2)nc2n3CCSC2)cc1	-0.9%	5µM*	6.3µM*	-13%
COc1ccccc1OCc1ccc(C(=O)n2nc(C)c(Cl)c2C)o1	?	2%	7%	-64%[inhibitor]
COc1ccccc1Cn1cc(C(=O)c2ccc(F)cc2)c(=O)c2cc3c(cc21)OCO3	0.0%	-6%	-15%	-7%[10.9 µM]
COc1ccc(Cl)cc1NC(=O)CSC1=Nc2ccccc2C2=NC(CC(=O)NCc3ccc4c(c3)OCO4)C(=O)N12 (stereo unspecified)	?	16%	-13%	8%[10.9 µM]
O=C(Nc1nnc(S(=O)(=O)N2CCOCC2)s1)c1cccc(F)c1	-2.9%	1%	12%	-15%[10.9 µM]
CCS(=O)(=O)c1ncc(N(Cc2ccco2)Cc2sccc2C)c(C(=O)Nc2cc(C)ccc2C)n1	-0.8%	7%	-2%	-15%[10.9 µM]
COc1ccc(OC)c(C2=NOC(C(=O)Nc3cc(C)nn3-c3ccccc3)C2)c1 (stereo unspecified)	0.2%	2%	1%	-20%
O=C1Nc2ccccc2N=C(c2ccccc2)C1N1CCOCC1 (stereo unspecified)	1.9%	4%	13%	-7%
O=C(Nc1ccc2c(c1)OCO2)C(c1ccccc1)N1CCCCC1 (stereo unspecified)	-1.2%	-9%	-4%	?
CCc1ccc2[nH]c(=O)c(CN(CCN(CC)CC)C(=O)NC3CCCCC3)cc2c1	-0.1%	-17%	-22%	-21%
Cc1cccc(C)c1NC(=O)C(c1ccccc1)N1CCOCC1 (stereo unspecified)	.	-4%	-2%	.
CCOc1ccc(NC(=O)N(Cc2c[nH]c3ccccc23)C2CCCCCC2)cc1	2.1%	0%	4%	-18%[10.9 µM]
Cc1nnc2ccc(N3CCCC3)nn12	0.3%	-6%	8%	-7%
CCOC(=O)/C(C(N)=NC)=C(\O)c1ccccc1	-0.2%	2%	1%	17%
CCCn1nc(-c2ccccc2)c2nc3ccccc3nc21	3.8%	1%	1%	-9%
COc1ccc(OC)c(-c2cc(C(=O)Nc3c(C)nn(Cc4ccccc4)c3C)no2)c1	?	5%	-4%	-37%[inhibitor]
CCCOC(=O)c1cc(=O)[nH]c2ccccc12	-1.3%&-2.8%	4%&22%	4%&3%	1%&-10%
CCOc1ccc(NC(=O)c2ncoc2-c2ccco2)cc1	?	13µM*	7.9µM*	-13%[10.9 µM]
CC(c1ccccc1)N1CC(C(=O)N2CCN(c3ccccc3)CC2)CC1=O (stereo unspecified)	-0.1%	-2%	6%	18%

For reference, 7 of the compounds above.
SMILES	IkB sig inh	p53ts 32C tox	p53ts 39C kill	Peg3 imprint
Cc1nnc2ccc(N3CCCC3)nn12	0.3%	-6%	8%	-7%
CCOC(=O)/C(C(N)=NC)=C(\O)c1ccccc1	-0.2%	2%	1%	17%
CCCn1nc(-c2ccccc2)c2nc3ccccc3nc21	3.8%	1%	1%	-9%
COc1ccc(OC)c(-c2cc(C(=O)Nc3c(C)nn(Cc4ccccc4)c3C)no2)c1	?	5%	-4%	-37%[inhibitor]
CCCOC(=O)c1cc(=O)[nH]c2ccccc12	-1.3%&-2.8%	4%&22%	4%&3%	1%&-10%
CCOc1ccc(NC(=O)c2ncoc2-c2ccco2)cc1	?	13µM*	7.9µM*	-13%[10.9 µM]
CC(c1ccccc1)N1CC(C(=O)N2CCN(c3ccccc3)CC2)CC1=O (stereo unspecified)	-0.1%	-2%	6%	18%

(cont.)
SMILES	IkB sig inh	p53ts 32C tox	p53ts 39C kill	Peg3 imprint
Cc1[nH]c2ccc(C(=O)N3CCN(c4ccccc4F)CC3)cc2c1C	1.2%	19%	-12%	-12%[10.9 µM]
CCCCOc1ccc(C(=O)CCNC(C(=O)O)C(C)CC)cc1 (stereo unspecified)	5.8%	3%	-15%	5%
CC(=O)N(Cc1c(C#N)c2ccccc2n1C)c1ccccc1	.	0%	16%	.
CCC1=Nc2cc(C(=O)NC3CCCC3)ccc2Sc2ccc(Br)cc21	?	-1%	-7%	-22%[10.9 µM]
O=C(O)c1cccnc1SC1CC(=O)N(Cc2ccccc2)C1=O (stereo unspecified)	-2.8%	8%	7%	-6%
Cc1cccc(-c2nnc(SCC(=O)Nc3nc4c(s3)CCCC4)n2C)c1	.	-3%	-2%	.
Cc1ccc(C(=O)CSc2nnc(-c3ccccc3N)n2C)cc1	5.4%	-1%	-16%	-17%
COc1ccc(C)cc1S(=O)(=O)N1CCN(c2cccc(Cl)c2)CC1	?	-1%	6%	-7%[10.9 µM]
CNC(=O)c1ccc(Nc2nnc(-c3ccc(C)c(S(=O)(=O)NC(C)(C)C)c3)c3ccccc23)cc1	2.7%	-1%	5%	-6%[10.9 µM]
Cc1ccc(-n2c(C)cc(C)c(C#N)c2=O)cc1	-0.4%	4%	8%	2%
O=C(CS(=O)(=O)c1c[nH]c2ccccc12)N1CCCCC1	0.2%	-2%	9%	-1%
CC(C)(O)C(=O)O	2.4%	-15%[1.84 µM]	2%	5%
CCCOc1ccc(/C(O)=C2/C(=O)C(=O)N(CCN(C)C)C2c2ccco2)cc1 (stereo unspecified)	-2.4%	18%	3%	-7%
COc1ccc(OC)c(S(=O)(=O)N2c3ccccc3CC2C)c1 (stereo unspecified)	0.6%	4%	-5%	-11%
Cc1ccc2nc(COc3cccc(NC(=O)COc4ccc(F)cc4)c3)cc(=O)n2c1	?	-19%	-20%	5%[10.9 µM]
Oc1c(Br)cc(Br)cc1CN(Cc1cc(Br)cc(Br)c1O)C1CCCCC1	2.8%[11.4 µM]	11%[9.22 µM]	4%[9.22 µM]	-2%[10.9 µM]
COc1ccc(-c2ccc(Nc3ccc(C(=O)N4CCOCC4)cc3)nn2)cc1OC	.	8%	8%	.
CCn1c(C(=O)N2CCC(C(=O)NCc3cccs3)CC2)cc2sccc21	-1.8%	-4%	-2%	-14%
CCCCNC(=O)CCn1c(=O)c2ccccc2n(Cc2ccccc2C#N)c1=O	4.1%	20%	-11%	-5%[10.9 µM]
Cc1ccc(NC(=O)C(=O)NCc2ccco2)cc1	?	-13%	-8%	-6%[10.9 µM]
CCOc1ccc(NC(=O)CC2C(=O)N(c3cccc(C)c3)C(=O)N2Cc2cccs2)cc1 (stereo unspecified)	?	-3%	-10%	9%[10.9 µM]
Cc1ccc(-c2nc3nc(C)cc(Nc4ccccc4O)n3n2)cc1	?	?	?	-11%[10.9 µM]
CCOC(=O)c1noc2ncnc(Nc3cc(Cl)c(OC)cc3OC)c12	0.6%	0%	-2%	-10%[10.9 µM]
N#Cc1ccc(OC(=O)c2cc(-c3ccc4c(c3)OCCO4)on2)cc1	2.6%	?	13µM*	-9%[10.9 µM]
c1ccc(C2CC(c3ccccc3)n3ncnc3N2)cc1 (stereo unspecified)	-0.4%	-3%	7%	9%
CN(C)CCOC(=O)CCc1ccccc1	0.4%	13%	-5%	7%
COc1cccc(-c2noc(C3CC(=O)N(c4ccc(F)cc4)C3)n2)c1OC (stereo unspecified)	2.3%	2%	-16%	5%[10.9 µM]
O=[N+]([O-])c1ccc(N/N=C2/CCCCC2c2ccccn2)cc1 (stereo unspecified)	.	26%	15%	.
c1ccc2c(c1)C(=Nn1cnnc1)c1ccccc1-2	1.9%	4%	4%	-5%
CC(Oc1ccc(F)cc1)C(=O)Nc1nc(-c2ccc(F)cc2)ns1 (stereo unspecified)	?	7%	-22%	-8%[10.9 µM]
CCc1nnc(SC(CC)C(=O)Nc2cccc(OC)c2)c2cc3oc(C)cc3n12 (stereo unspecified)	6.9%	3%	-15%	-10%[10.9 µM]
COc1cc(-c2nc(-c3ccc4c(c3)[nH]c(=O)n4C)no2)cc(OC)c1OC	5.7%	3%	0%	?
COc1cc(NC(=O)c2cc(Cl)ccc2Cl)ccc1NC(=O)c1cc2ccccc2o1	?	2%	-11%	-4%[10.9 µM]
CC(=O)NC1C(=O)SC1(C)C (stereo unspecified)	-0.4%	-2%	-5%	-6%
CNc1ncncc1-c1ccccc1C	-0.9%[11.4 µM]	6%	8%	?
O=C1c2[nH]nc(-c3ccccc3O)c2C(c2ccccc2F)N1Cc1ccco1 (stereo unspecified)	?	32%[activator]	28%	-11%
Cc1ccc(C)c(NC(c2ccccc2)c2nnc(-c3ccccc3F)o2)c1 (stereo unspecified)	?	25%	-25%	-12%[10.9 µM]
CC1CCC(NC(=O)C2(C)Cc3ccccc3C(=O)N2Cc2ccc(Cl)cc2)CC1 (stereo unspecified)	?	1%	-7%	7%[10.9 µM]
CCOC(=O)N1CCC(NC(=O)C2CCCN(S(=O)(=O)c3cccc4nsnc34)C2)CC1 (stereo unspecified)	-0.5%	3%	-8%	6%
O=C(NCCc1ccccc1)C(=O)NCC(c1ccco1)S(=O)(=O)c1cccs1 (stereo unspecified)	-2.0%	-10%	0%	-3%[10.9 µM]
CCOC(=O)c1ccccc1NC(=O)c1cc2c(s1)-c1c(C)cccc1OC2	15%	-6%	-2%	6%[10.9 µM]
CCNc1nc(NCc2ccccc2)nc(Oc2ccc(=O)[nH]n2)n1	0.7%	0%	7%	-21%
CCc1cccc(C)c1NC(=O)c1ccc2c(c1)CCN2S(=O)(=O)c1ccc(Cl)cc1	?	5%	-18%	10%[10.9 µM]
Cc1ccc(S(=O)(=O)N(C)Cc2nc(-c3ccc(Br)cc3)no2)cc1	4.3%	-7%	-16%	-13%
CCN(CC)CC(=O)Nc1ccc(-c2nc3cc(NC(=O)CN(CC)CC)ccc3o2)cc1	-1.3%	-8%	2%	9%
COc1ccc(-c2cc(C(F)(F)F)nc(-n3nc(C(F)(F)F)cc3C)n2)cc1	3.9%	3%	7%	-7%[10.9 µM]
CCC(=O)N1CCN(c2nc(-c3ccccc3)c3c(c2C#N)CCCC3)CC1	?	33%[activator]	40%[activator]	-15%
CC(=O)c1cc2c(cc1NC(=O)CCCC(=O)O)OCO2	-0.7%	1%	-7%	-7%
O=C(Nc1c(Cl)cccc1Cl)c1cc(-c2cccc(O)c2)on1	-12%	?	?	-14%[10.9 µM]
CCC(=O)OCCn1c(Br)nc2c1c(=O)[nH]c(=O)n2C	1.8%	-3%	-4%	-1%
O=S(=O)(c1ccc(SCCO)nc1)N1CCCC1	-1.1%	-8%	-4%	3%
CS(=O)(=O)N(CC(=O)NCc1ccco1)c1ccc2c(c1)OCO2	3.1%	13%	15%	0%
CCN(CC)S(=O)(=O)c1ccc(N=Nc2c(C)[nH]n(C(N)=S)c2=O)cc1	.	-16%	-13%	.

Bioassay records deposited in PubChem by National Center for Advancing Translational Sciences (NCATS).
